SENP1 FRET inh: SENP1 (human) catalytic domain inhibition; inhibition, % at 10 µM; actives 0.21% (n = 360,000); AID 624204; recombinant SENP1 catalytic domain, CyPet-SUMO1-YPet FRET cleavage; Q9P0U3;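 active = inhibition at least 30% at 10 µM, raw YFP signal under a set limit, fluorescence ratio 0.5 to 1.5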;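 note: 0% = enzyme with DMSO and 100% = no enzyme wells; some results filed as inactive read as strong as hits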
Target sequence (Q9P0U3 419-644 limits assumed): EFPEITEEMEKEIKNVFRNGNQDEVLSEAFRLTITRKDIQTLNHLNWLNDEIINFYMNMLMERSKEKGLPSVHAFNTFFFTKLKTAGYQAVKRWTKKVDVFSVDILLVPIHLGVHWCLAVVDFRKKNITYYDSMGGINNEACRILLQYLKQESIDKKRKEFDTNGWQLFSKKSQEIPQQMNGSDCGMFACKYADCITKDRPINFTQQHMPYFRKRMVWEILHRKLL
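system = hSENP1 catalytic domain, recombinant | reagent = SFCypet-SUMO1-SFYpet substrate at 25 nM | doses = one dose per compound, 10 µM, 0.5% DMSO | incubation = enzyme reaction for 50 min at room temperature, dark | measured by = FRET, CFP and YFP emission | controls = no-enzyme low, enzyme-DMSO high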
UBC13 inh: human UBC13 polyubiquitination inhibition; actives 0.47% (n = 330,000); UBC13 polyubiquitin chain formation, TR-FRET; AID 485273; inhibition, % at 20 µM; in the data active = inhibition above about 45%, passing the limit was not always enough; inconclusive = no clear call, values can overlap the other calls
Target sequence (P61088 whole entry, looked up): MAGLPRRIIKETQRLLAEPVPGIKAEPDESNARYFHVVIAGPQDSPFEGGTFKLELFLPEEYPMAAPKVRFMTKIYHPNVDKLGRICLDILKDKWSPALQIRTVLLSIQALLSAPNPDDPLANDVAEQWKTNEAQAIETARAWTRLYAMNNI
APOBEC3G inh: APOBEC3G (human) deaminase inhibition; Q9HC16; recombinant A3G, ssDNA deamination FAM/TAMRA fluorescence; inhibition, % at 20 µM; actives 0.28% (n = 330,000);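 active = inhibition of at least 40% at 20 µM, with no more than 30% in the related APOBEC3A deaminase screen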;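 note: plate controls were DMSO wells with A3G for no effect and wells lacking A3G enzyme for full effect; some compounds called inactive have numbers as strong as hits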
Target sequence (Q9HC16 whole entry, looked up): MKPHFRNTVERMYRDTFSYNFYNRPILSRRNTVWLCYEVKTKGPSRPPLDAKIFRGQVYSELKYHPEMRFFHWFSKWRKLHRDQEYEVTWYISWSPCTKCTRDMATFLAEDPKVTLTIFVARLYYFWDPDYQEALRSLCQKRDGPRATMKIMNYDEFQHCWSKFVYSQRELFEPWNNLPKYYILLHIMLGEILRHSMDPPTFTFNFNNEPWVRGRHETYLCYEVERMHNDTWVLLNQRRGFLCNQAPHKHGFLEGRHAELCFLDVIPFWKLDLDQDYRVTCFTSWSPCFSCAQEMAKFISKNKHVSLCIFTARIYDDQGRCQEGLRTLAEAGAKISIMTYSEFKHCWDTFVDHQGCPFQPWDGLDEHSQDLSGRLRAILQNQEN
Apaf1 inhib: inhibitors of human Apaf-1 apoptosome | O14727 | reconstituted apoptosome caspase-3 activity, DEVD-Rh110 fluorescence | inhibition, % at 20 µM | actives 0.71% (n = 330,000) | AID 489030; active = inhibition of at least 40% at 20 µM;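 note: plate controls were DMSO wells for no effect and DEVD-CHO caspase inhibitor wells for full effect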
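System: Apoptosome proteins | Medium: Hepes pH 7.5 with detergent and BSA | Also added: Cytochrome c trigger plus (Z-DEVD)2-Rh110 caspase-3 substrate | Incubation: 30 min compound preincubation, 50 min activation, room temperature | Detection: Rhodamine 110 fluorescence at Ex 480/Em 540 nm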
SENP6 block: inhibitors of human SENP6 protease. Recombinant SENP6 catalytic domain, aminoluciferin luminescence. Q9GZR1. inhibition, % at 10 µM. actives 1.8% (n = 330,000);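 active = inhibition above about 50% at the single tested dose, limit read from the data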;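 note: plate controls were DMSO wells with enzyme for no effect and DMSO wells lacking enzyme for full effect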
SENP8 block-1: blocks the human protease SENP8; Q96LD8; purified SENP8, Z-RLRGG-aminoluciferin cleavage, luminescence; inhibition, % at 10 µM; actives 1.2% (n = 330,000); AID 2540; in the data active = inhibition above about 50%
Target sequence (Q96LD8 whole entry, looked up): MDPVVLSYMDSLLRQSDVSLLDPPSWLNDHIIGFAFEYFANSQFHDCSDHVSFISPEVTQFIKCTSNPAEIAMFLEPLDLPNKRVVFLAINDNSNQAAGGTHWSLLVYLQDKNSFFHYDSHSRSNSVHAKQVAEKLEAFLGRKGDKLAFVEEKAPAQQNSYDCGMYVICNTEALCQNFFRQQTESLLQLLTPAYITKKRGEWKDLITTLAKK
SENP8 block-2: inhibitors of human SENP8 protease; Q96LD8; recombinant SENP8, Nedd8 substrate fluorescence; inhibition, % at 20 µM; actives 0.64% (n = 360,000); AID 602440; in the data active = inhibition mostly above about 40%, no sharp cut-off; inactive = mostly below about 27%
SENP7 block: inhibitors of human SENP7 protease; Q9BQF6; recombinant SENP7, Z-RLRGG-aminoluciferin luminescence, 40 min; inhibition, % at 5 µM; actives 1.5% (n = 330,000); AID 434973;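 active = inhibition above about 50% at the single test dose, limit read from the data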;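 note: plate controls were DMSO with enzyme for no effect and no enzyme buffer wells for full effect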
The depositor's hits bear a star; ? = inconclusive; · = no result given.

| SMILES | SENP1 FRET inh | UBC13 inh | APOBEC3G inh | Apaf1 inhib | SENP6 block | SENP8 block-1 | SENP8 block-2 | SENP7 block |
| --- | --- | --- | --- | --- | --- | --- | --- | --- |
| COc1ccc(CN(Cc2nc3ccccc3c(=O)[nH]2)C(=O)c2ccco2)cc1 | -1 | 1 | -2 | 5 | -8 | 3 | 8 | 10 |
| COc1ccccc1NC(=O)Cn1nc(Cc2cccnc2)c2ccccc2c1=O | 1 | -8 | -4 | 9 | -8 | -5 | 28 | -8 |
| CC(C)(C)C(=O)Nc1ccc(C(=O)NNC(=O)Cc2ccccc2)cc1 | 2 | 1 | 3 | -2 | 0 | 2 | 8 | 4 |
| Oc1ccc(-c2ccccc2)cc1CN1CCCCCC1 | 3 | 1 | -6 | 5 | -26 | -5 | 28 | 3 |
| CCOC(=O)N1CCN(c2c(NCc3ccc(Cl)cc3)c(=O)c2=O)CC1 | 3 | 16 | -6 | 3 | -12 | 6 | 13 | -1 |
| O=C(CSc1n[nH]c(-c2cccnc2)n1)Nc1ccc(Br)cc1 | 1 | -2 | -6 | 4 | 2 | -3 | 7 | 4 |
| CC(C)C(=O)NN(C(=O)c1ccccc1)c1ccccc1 | -2 | 2 | 1 | -1 | 7 | 13 | 5 | 11 |
| CCOC(=O)C(=O)Nc1ccc(OCc2ccccc2)cc1 | -2 | 8 | -7 | -7 | -66 | -21 | 11 | 14 |
| O=C(CBr)c1ccc([N+](=O)[O-])c(CS(=O)(=O)c2ccc(Cl)cc2)c1 | 3 | -18 | -2 | 14 | -28 | -16 | 12 | -4 |
| Cc1c(O)ccc2c(=O)c(Oc3ccccc3)coc12 | -3 | 6 | -6 | 3 | -23 | -4 | -33 | 9 |
| CC(=O)OC1CCC2C3CCC4=CC(=O)CCC4(C)C3CCC2(C)[C@]1(C)O (stereo partly specified) | 2 | -12 | -10 | 4 | -2 | -3 | 9 | 2 |
| CCCCC(CC)C(=O)Nc1ncc([N+](=O)[O-])s1 (stereo unspecified) | -5 | -16 | -5 | 3 | -7 | -9 | 6 | -10 |
| CSc1nc(SCC(=O)NC(c2ccccc2)c2ccccc2)c2c3c(sc2n1)CN(C)CC3 | -25 | 13 | 7 | 38 | 4 | -4 | -282 | 15 |
| COc1cc2c(cc1OC)CN(C(=O)c1ccc(S(=O)(=O)N3CCCCC3)cc1)CC2 | -1 | 12 | -10 | -5 | -16 | -4 | 10 | -6 |
| O=C(NC12CC3CC(CC(C3)C1)C2)c1cccnc1 | 1 | 10 | -3 | -3 | 1 | 1 | 7 | 2 |
| Cc1cccc(N2CCN(C(=O)c3c(-c4ccccc4Cl)noc3C)CC2)c1C | 2 | 1 | -6 | 25 | -3 | -3 | 10 | 3 |
| COc1ccc(CN(CCC(c2ccccc2)c2ccco2)C(=O)c2ccco2)cc1 (stereo unspecified) | -11 | -5 | -8 | 24 | -9 | -5 | 7 | -4 |
| Cc1[nH]c2ccccc2c1/C=N/NC(=O)c1cc(-c2cccs2)[nH]n1 | -5 | 6 | -4 | 4 | 5 | -4 | -117 | 10 |
| CC(C)[C@H]1CC[C@@H](C)C(C(=O)c2ccccc2)C1=O (stereo partly specified) | 0 | -9 | -5 | -2 | -9 | -22 | 9 | -3 |
| O=C(Cn1cnc2c(nnn2Cc2ccccc2)c1=O)NCC1CCCO1 (stereo unspecified) | -4 | -1 | -11 | 12 | -22 | -16 | 6 | -9 |
| O=C(Nc1nnc(SCc2ccccc2)s1)c1cc2c(s1)CCCC2 | 0 | 2 | -1 | 15 | -14 | -4 | -365 | 7 |
| CCOC(=O)c1cc(-c2ccccc2)sc1NC(=O)C(C)N1C(=O)NC(C)(c2ccc(Cl)cc2)C1=O (stereo unspecified) | -13 | 4 | 19 | 16 | -8 | -2 | -318 | 13 |
| O=S(=O)(c1ccc(Br)cc1)c1cnc2ccccc2n1 | -1 | -5 | -8 | -12 | -9 | -6 | -1 | -1 |
| CC(C)c1ccc(S(=O)(=O)N2CCN(C(=O)c3cc(-c4ccccc4)n[nH]3)CC2)cc1 | -1 | -14 | -7 | 3 | -7 | -7 | 10 | 8 |
| C[C@H](NC(=O)[C@@H]1Cc2ccccc2CN1)C(=O)NC[C@H]1CC[C@H](C(=O)O)CC1 | 1 | -3 | -7 | 2 | 5 | -6 | 11 | -9 |
| Nc1ccc(C(=O)N/N=C\c2ccc(OC(=O)c3ccccc3Cl)cc2)cc1 | -1 | -15 | -1 | 6 | -16 | -4 | -46 | -1 |
| CCCCn1cnc2c(sc3nc4c(cc32)CSC(C)(C)C4)c1=O | 3 | 8 | -7 | 3 | 0 | -10 | 2 | 1 |
| CCN(CC)S(=O)(=O)c1ccc(/C(O)=C(\C#N)c2nc3ccccc3n2C)cc1 | -9 | -12 | -2 | 2 | -34 | 8 | 12 | 8 |
| COc1ccc(S(=O)(=O)n2c([N+](=O)[O-])cnc2C)cc1OC | 3 | -1 | 1 | -7 | -1 | -4 | 15 | 4 |
| O=C(NCc1nnnn1-c1ccc(F)cc1)C1CC(=O)N(c2ccc(F)cc2)C1 (stereo unspecified) | -1 | -8 | -12 | 3 | -16 | -13 | 5 | 10 |
| CCCCc1ccc(NC(=O)COc2ccc(C(=O)Nc3ccccc3OC)cc2)cc1 | · | -8 | -4 | 8 | -8 | 3 | · | 3 |
| CN1CCN(c2ccc(NC(=S)NC(=O)/C=C/c3ccco3)cc2)CC1 | 1 | -13 | 6 | 14 | 7 | -1 | 35 | 2 |
| Cc1cccc(-n2c3nc(=O)[nH]c(=O)c-3cc3c(C)nn(-c4ccccc4)c32)c1 | · | 12 | 3 | -18 | 5 | -1 | · | 5 |
| O=C(NC1CC1)C1CCN(C(=O)c2ccc(Cl)cc2)CC1 | 2 | 6 | -4 | 0 | -2 | 5 | 12 | 1 |
| COc1ccc(NC(=O)CN2C(=O)S/C(=C/c3cccn3-c3ccc(C(=O)O)cc3)C2=O)cc1 | -15 | -14 | 25 | -240 | -7 | 10 | -3 | -8 |
| CN(C(=O)COC(=O)/C=C/c1cccs1)c1c(N)n(Cc2ccccc2)c(=O)[nH]c1=O | -2 | 4 | -3 | 0 | -8 | -3 | 8 | -3 |
| CCN(CC)S(=O)(=O)c1ccc2c(c1)c(=O)c(C(=O)N1CCOCC1)cn2C | -1 | -3 | -4 | -14 | -12 | 2 | 12 | -3 |
| CCOC(=O)CN(C(=O)CSc1nnc(C)n1-c1ccccc1)c1cccc([N+](=O)[O-])c1 | 2 | 6 | -8 | -21 | 9 | -1 | 15 | 4 |
| Cc1ccc(S(=O)(=O)N2[C@@H](c3cccc4ccccc34)C(C(=O)O)=C[C@H]2C(C)(C)C)cc1 | 0 | -9 | 0 | -1 | 31 | -1 | 1 | 5 |
| COC(=O)CCC(=O)c1oc2ccccc2c1NC(=O)CCCN1C(=O)c2ccccc2C1=O | 1 | 1 | 4 | 3 | -14 | -1 | 22 | 5 |

Part of the list above, with two lines to a compound.
Each structure is followed by: SENP1 FRET inh, UBC13 inh, APOBEC3G inh, Apaf1 inhib, SENP6 block, SENP8 block-1, SENP8 block-2, SENP7 block
- Nc1ccc(C(=O)N/N=C\c2ccc(OC(=O)c3ccccc3Cl)cc2)cc1
 : -1, -15, -1, 6, -16, -4, -46, -1
- CCCCn1cnc2c(sc3nc4c(cc32)CSC(C)(C)C4)c1=O
 : 3, 8, -7, 3, 0, -10, 2, 1
- CCN(CC)S(=O)(=O)c1ccc(/C(O)=C(\C#N)c2nc3ccccc3n2C)cc1
 : -9, -12, -2, 2, -34, 8, 12, 8
- COc1ccc(S(=O)(=O)n2c([N+](=O)[O-])cnc2C)cc1OC
 : 3, -1, 1, -7, -1, -4, 15, 4

Continued:
| SMILES | SENP1 FRET inh | UBC13 inh | APOBEC3G inh | Apaf1 inhib | SENP6 block | SENP8 block-1 | SENP8 block-2 | SENP7 block |
| --- | --- | --- | --- | --- | --- | --- | --- | --- |
| COc1cccc(-n2c(COc3ccc(C)cc3)nnc2SCC(=O)O)c1 | 1 | ? | -4 | -10 | 6 | -7 | 2 | 10 |
| COc1ccc(Nc2nc(N(C)c3ccccc3)nc(N)c2[N+](=O)[O-])cc1 | -3 | -2 | -9 | 1 | -16 | -3 | 24 | 0 |
| O=C(OCCNc1ncc(C(F)(F)F)cc1Cl)c1ccc(S(=O)(=O)N2CCOCC2)cc1 | 1 | 0 | -3 | 2 | 7 | -7 | 8 | 0 |
| Cc1ccc(/C=C(\NC(=O)c2ccc(C)cc2)C(=O)NCCCn2ccnc2)cc1 | -4 | -2 | 1 | 7 | -3 | 4 | 6 | 2 |
| O=C(Nc1nc2ccccc2s1)c1ccc([N+](=O)[O-])o1 | -1 | -13 | -11 | 5 | 76* | 50* | 6 | 60* |
| O=C1C=C(c2ccc(O)cc2)C[C@@H](c2ccc(Cl)cc2)C1 | 0 | 3 | -7 | 26 | -20 | -18 | 17 | -2 |
| CN(C)C(C(=O)NC1CCCCC1)c1ccc(Cl)cc1 (stereo unspecified) | 0 | -4 | -5 | 11 | -4 | -9 | 17 | -5 |
| CC(C)CCN1C(=O)C2(OCCCO2)c2cc(Cl)ccc21 | 8 | -3 | 0 | 16 | -14 | -10 | 8 | -14 |
| O=C(O)CCc1ccc(-c2ccc(Br)cc2)n1-c1ccc(O)cc1 | 7 | 3 | 0 | 0 | -3 | 0 | -27 | -7 |
| C/C(CCC1CC(C)OC1=O)=N/Nc1nc(-c2ccccc2)cs1 (stereo unspecified) | 0 | 2 | -11 | 3 | 8 | 4 | 4 | 0 |
| Cc1cccc(-n2ncc3c(N4CCC(C)CC4)ncnc32)c1 | 2 | 15 | -7 | 18 | 61* | 54* | 5 | 38 |
| O=C(CCNS(=O)(=O)c1ccccc1F)NC1CCCCCC1 | 1 | 2 | -3 | -1 | 8 | -8 | 13 | 2 |
| C=CC[N+](C)(C)CCCNC(=O)/C=N/O | -2 | -4 | -6 | 11 | -10 | 1 | 25 | -5 |
| NS(=O)(=O)c1ccc(NC(=S)Nc2ccc(F)c(F)c2)cc1 | 2 | 3 | -3 | -1 | 5 | 7 | 3 | 1 |
| O=C(COC(=O)/C=C/c1ccccc1Cl)NCc1ccccc1 | 1 | 6 | -4 | -2 | -5 | -1 | 16 | 7 |
| CCCCC1CC(CSc2ncn[nH]2)OC1=O (stereo unspecified) | 3 | 10 | -3 | -6 | -11 | -6 | 9 | -8 |
| Cc1c(C)c(C)c(S(=O)(=O)Nc2ccc3[nH]c(=O)[nH]c3c2)c(C)c1C | -39 | -3 | -5 | 12 | -10 | -6 | 6 | -7 |
| CS(=O)(=O)N(CCc1ccccc1)CC(=O)N1CCN(Cc2ccc3c(c2)OCO3)CC1 | 2 | 2 | -2 | 3 | -1 | -3 | 18 | -2 |
| CCc1ccc(NC(=O)COC(=O)/C=C/c2c(C)nn(C3CCS(=O)(=O)C3)c2Cl)cc1 (stereo unspecified) | 1 | -5 | -3 | -1 | -11 | -5 | 14 | -3 |
| CN1/C(=C\C=N\NC(=O)c2ccccc2Br)C(C)(C)c2ccccc21 | -11 | -25 | -6 | 14 | 1 | 1 | -10 | 9 |
| O=C(On1c(-c2ccccc2)nc2ccccc2c1=O)c1ccco1 | 1 | 3 | 8 | -6 | 7 | 2 | -1 | 5 |
| S=C(Nc1ccccc1)Nc1ccc2cn[nH]c2c1 | -18 | 30 | -4 | -13 | 0 | 7 | -30 | 1 |
| O=c1[nH]nc(-c2ccccc2)c2ccccc12 | 0 | -14 | 4 | 3 | -4 | -6 | -2 | 3 |
| CCN(Cc1nc(-c2ccccc2)no1)C(=O)c1ccc2c(c1)OCO2 | -2 | 0 | -3 | 10 | -21 | -9 | 6 | 1 |
| CCC(=O)Nc1cc(C(=O)O)ccc1S(=O)(=O)c1ccc(C)cc1 | 0 | -13 | 10 | 4 | -7 | -2 | -36 | 9 |
| COc1ccc2c(c1)c(C(=O)CN1CCN(C(=O)c3ccco3)CC1)c(C)n2C | 0 | 17 | -6 | 5 | -6 | -5 | -3 | -2 |
